# OXTR ag: agonists of human oxytocin receptor; P30559; CHO-OTR cells, Fluo-8 calcium fluorescence; normalized: DMSO 0%, oxytocin 100%; activation, % at 3 µM; actives 0.32% (n = 320,000);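 active = activation above the mean of all tested compounds plus 3 SD, cutoff set per screening run, cut at about 20% in these data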;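 note: peak over basal fluorescence ratio from a 100 s FLIPR kinetic read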
# Target sequence (P30559 whole entry, looked up): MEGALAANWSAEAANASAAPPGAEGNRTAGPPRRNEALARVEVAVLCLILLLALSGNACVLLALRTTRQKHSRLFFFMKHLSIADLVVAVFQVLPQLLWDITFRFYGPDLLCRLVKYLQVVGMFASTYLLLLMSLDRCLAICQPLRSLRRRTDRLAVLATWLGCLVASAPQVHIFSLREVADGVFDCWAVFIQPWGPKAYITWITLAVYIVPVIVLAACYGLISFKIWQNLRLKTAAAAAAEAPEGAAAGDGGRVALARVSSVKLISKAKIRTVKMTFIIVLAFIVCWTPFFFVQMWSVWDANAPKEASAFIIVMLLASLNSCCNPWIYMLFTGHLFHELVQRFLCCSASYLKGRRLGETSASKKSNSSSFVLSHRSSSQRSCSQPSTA
# CHO-K1 Ca antag: M1 antagonist counterscreen hit in parental CHO-K1 cells; ATP-induced calcium, Fluo-8 fluorescence; inhibition, % at 3 µM; actives 0.6% (n = 360,000);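 active = inhibition above a per-plate cutoff, the plate's mean sample inhibition plus 3 SD, cut at about 24% in these data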;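 note: 0% = DMSO plus EC80 ATP and 100% = DMSO alone without ATP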
# GPR7 antag: antagonists of human GPR7 (neuropeptides B/W receptor 1). P48145. GPR7-expressing cells, fluorescence antagonist assay. inhibition, % at 4.4 µM. actives 1.1% (n = 290,000). AID 1861; in the data active = inhibition above about 16%, passing the limit was not always enough;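 note: cells stimulated with the agonist NPW; 0% = agonist with vehicle and 100% = vehicle without agonist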
# Target sequence (P48145 whole entry, looked up): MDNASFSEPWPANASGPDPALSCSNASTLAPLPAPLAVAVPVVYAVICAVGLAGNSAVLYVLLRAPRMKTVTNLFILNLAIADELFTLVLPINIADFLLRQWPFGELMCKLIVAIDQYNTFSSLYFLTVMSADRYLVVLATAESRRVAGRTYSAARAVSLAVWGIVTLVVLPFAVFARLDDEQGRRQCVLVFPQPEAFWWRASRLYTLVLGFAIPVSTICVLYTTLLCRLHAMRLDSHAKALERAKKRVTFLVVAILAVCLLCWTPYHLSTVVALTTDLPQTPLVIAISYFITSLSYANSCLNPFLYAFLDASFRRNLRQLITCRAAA
# CHO parental Ca: signal in parental CHO cells, OX1R antagonist counter-screen; parental CHO-K1, ATP-induced calcium, Fluo-8 fluorescence; inhibition, % at 5.6 µM; actives 0.63% (n = 330,000); AID 463079;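 active = inhibition above that plate's mean sample inhibition plus 3 SD, cut at about 26% in these data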;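 note: 0% = ATP-challenged DMSO wells and 100% = DMSO wells without ATP; some compounds past the cut are filed as inactive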
#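 Material – parental CHO cells · Reagent – ATP stimulus · Compound – single nominal dose of 5.6 µM per compound · Detection – Fluo-8 fluorescence · Read-out basis – percent inhibition of calcium signal · Controls – ATP-challenged DMSO wells low, unchallenged DMSO wells high · Repeats – no replicates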
# TAAR1 antagonist: human TAAR1 antagonism. AID 624466. actives 1.5% (n = 360,000). CHO RD-HGA16 TAAR1, Fluo-8 calcium fluorescence, antagonist. inhibition, % at 3 µM;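 active = inhibition above a per-plate cutoff, the mean inhibition of test compounds on that plate plus 3 SD, cut at about 49% in these data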;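 note: 0% = DMSO plus EC80 beta-PEA response and 100% = DMSO alone without agonist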
# Target sequence (Q96RJ0 whole entry, looked up): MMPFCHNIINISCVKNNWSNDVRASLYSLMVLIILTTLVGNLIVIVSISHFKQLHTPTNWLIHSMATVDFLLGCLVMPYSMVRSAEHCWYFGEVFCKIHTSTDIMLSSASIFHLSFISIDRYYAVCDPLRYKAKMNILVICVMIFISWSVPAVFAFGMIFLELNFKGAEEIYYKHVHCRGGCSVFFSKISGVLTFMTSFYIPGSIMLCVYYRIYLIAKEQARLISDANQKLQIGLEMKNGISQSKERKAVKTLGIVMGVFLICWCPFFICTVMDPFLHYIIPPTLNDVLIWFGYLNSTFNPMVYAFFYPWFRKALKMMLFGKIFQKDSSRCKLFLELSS
#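 Test system: CHO RD-HGA16 cells bearing hTAAR1 | Reagent: β-PEA, EC80 | Compound dosing: 3 µM, single point | Schedule: Dye loading 75 min at 37 °C, then 30 min room temperature | Signal: Calcium fluorescence with Fluo-8 | Evaluation: Percent inhibition of PEA-evoked calcium signal, max/basal emission ratio | Control set: DMSO-only wells and EC80 β-PEA-stimulated wells | Repeats: Singlicate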
# M1 ag parental: M1 agonist counterscreen hit in parental CHO-K1 cells. Fluo-8 calcium fluorescence; scaled to maximal ATP response, vehicle zero. activation, % at 3 µM. actives 0.48% (n = 360,000); in the data active = activation above about 15%;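 note: untransfected CHO-K1 host cells lacking M1 receptor as counterscreen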
# V1aR counter: counter-screen for oxytocin receptor agonists: human V1a receptor agonists | AID 2797 | CHO-V1R cells, Fluo-8 calcium fluorescence, agonist mode; 0% DMSO, 100% 3 nM vasopressin | P37288 | actives 0.25% (n = 320,000) | activation, % at 3 µM;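 active = activation above the mean activation of all tested compounds plus 3 SD, per screening run, cut at about 20% in these data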;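 note: signal is peak over basal fluorescence ratio across a 100 second FLIPR read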
# CHO-K1 Ca PAM: nonselective activator or artifact in parental CHO-K1 calcium assay. activation, % at 3 µM. actives 0.02% (n = 360,000). AID 602247. ATP EC20, Fluo-8 calcium fluorescence; 0% at ATP EC20, 100% at ATP max;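 active = activation above the run cutoff, the mean activation of all test compounds plus 3 SD, cut at about 40% in these data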;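 note: peak over basal fluorescence ratio in a 140 s read after ATP addition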
# OXTR potentiator: human OXTR potentiation; P30559; CHO-OTR cells, Fluo-8 calcium fluorescence, potentiator mode; 0% = oxytocin EC15, 100% = EC100; activation, % at 3 µM; actives 0.061% (n = 320,000); AID 2445;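 active = activation above that plate's cutoff, the mean activation of tested compounds plus 3 SD, cut at about 6.6% in these data, passing the limit was not always enough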;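 note: 100% uses oxytocin at 75 nM as the full agonist control; some results filed as inactive read as strong as hits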
#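 test system = CHO-OTR cells, human receptor | compound = single-point 3.0 µM | schedule = 6 min compound pre-incubation at room temperature, 100 s kinetic read | signal = Fluo-8 no-wash calcium dye fluorescence, excitation 470-495 nm, emission 515-575 nm | repeats = single well per compound, singlicate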
# The depositor's hits bear a star; x = not tested or not shown.
SMILES,OXTR ag,CHO-K1 Ca antag,GPR7 antag,CHO parental Ca,TAAR1 antagonist,M1 ag parental,V1aR counter,CHO-K1 Ca PAM,OXTR potentiator
C[C@@H]1NC(=O)[C@H](CCC(N)=O)NC(=O)c2cc([N+](=O)[O-])cc(I)c2NCC[C@@H](C(N)=O)NC1=O,0.1,x,22,-12,x,x,-0.5,x,-5
O=C1NC(=S)S/C1=C\c1ccc(SCc2ccccc2)o1,4.9,14,1,23,17,8.5,4.4,11,-10
CC(C)CCNC(=O)C(c1ccco1)N(Cc1cccs1)C(=O)Cn1nnc2ccccc21 (stereo not drawn),x,9,33*,x,14,1.1,x,0,x
O=C(O)CCSCC(=O)Nc1c(C(=O)C2CC2)oc2ccccc12,0.1,-6,-8,-1,-12,0.0,0.3,10,-3
Cc1cc(C)c(NC(=O)CSc2nnc(-c3ccncc3)n2Cc2ccco2)c(Cl)c1,-0.4,3,-5,-23,-10,-0.1,0.7,-7,-17
O=C(COC(=O)c1ccccn1)NC(=O)c1ccccc1,0.4,-9,x,-4,5,0.7,1.0,2,-9
CCOC(=O)c1cccc(NC(=O)CCn2c(=O)oc3ccccc32)c1,0.4,-5,-4,-24,1,5.0,2.4,6,0
CCOC(=O)c1c(C)[nH]c(C(=O)OCCOc2ccc(Cl)cc2)c1C,1.3,-12,-13,-16,2,0.4,2.6,8,-7
Cc1nc2ccc(OC(=O)c3ccccc3)cc2s1,0.0,-5,12,-4,5,6.9,1.1,16,5
CC(=O)N1CCN(S(=O)(=O)c2cccc(C(=O)N(Cc3ccccc3)c3cccc(C)c3)c2)CC1,0.8,-7,x,-39,18,3.3,1.4,1,4
O=C(c1sc2ccccc2c1Cl)N1CCN(c2ncccn2)CC1,0.1,5,1,-3,13,2.7,0.2,-4,-2
O=C(Nc1ccc(Cl)cc1)c1cc2nc(-c3ccco3)cc(C(F)(F)F)n2n1,1.4,-4,-3,-14,9,0.1,2.4,12,-11
O=C(COC(=O)c1cc(Cl)ccc1O)NNC(=O)c1ccccc1F,2.4,3,x,-10,-14,0.7,0.7,7,-2
O=C(NN1C(=O)C2C3CCC(O3)C2C1=O)c1ccc(Br)o1 (stereo not drawn),0.8,6,-10,-1,1,0.8,0.7,9,-1
CCCCN(C=O)c1c(CC)nc2c(OCc3ccc(Cl)cc3Cl)cccn12,x,-6,x,x,31,2.5,x,18,x
S=C(NCc1ccncc1)Nc1ccc(Cl)cc1Cl,10,-6,-9,8,12,3.8,9.5,6,-10
O=C(O)C1C2C=CC3(CN(Cc4ccccn4)C(=O)C13)O2 (stereo not drawn),0.0,-9,-4,-15,-11,0.3,0.7,-2,-6
O=C(N[C@H]1c2ccccc2C[C@H]1O)[C@H]1O[C@@H](n2ccc(=O)[nH]c2=O)[C@H](O)[C@@H]1O,x,-11,x,x,-3,-0.2,x,8,x
O=S(=O)(c1cccc2nsnc12)N1CCc2ccccc2C1,-1.4,-13,-13,-20,-5,0.9,-1.3,-6,-3
CNC(=O)CSc1nc2nc(C)cc(C)n2n1,0.0,20,3,-1,-33,-0.1,0.4,-7,-4
c1cc2c3c(cccc3c1)-c1cnccc1-2,x,-2,x,x,-14,-0.5,x,-4,x
CC1=C(C(=O)N(C(C)C)C(C)C)CC(CC(=O)NC2CCCCC2)C(=O)N1Cc1ccccc1 (stereo not drawn),x,-4,x,x,-11,-0.2,x,4,x
O=S(=O)(O)c1cccc(N=Nc2c(O)ccc3ccccc23)c1,-0.1,-10,-6,-9,-8,-0.3,1.3,14,-8
Cc1ccc(C(C(=O)NCc2ccc(F)cc2)N(C(=O)c2csnn2)C2CC2)o1 (stereo not drawn),0.1,-2,-17,-12,4,1.1,-0.8,12,-1

# Brought forward from above: 3 compounds, then new ones.
SMILES,OXTR ag,CHO-K1 Ca antag,GPR7 antag,CHO parental Ca,TAAR1 antagonist,M1 ag parental,V1aR counter,CHO-K1 Ca PAM,OXTR potentiator
CC1=C(C(=O)N(C(C)C)C(C)C)CC(CC(=O)NC2CCCCC2)C(=O)N1Cc1ccccc1 (stereo not drawn),x,-4,x,x,-11,-0.2,x,4,x
O=S(=O)(O)c1cccc(N=Nc2c(O)ccc3ccccc23)c1,-0.1,-10,-6,-9,-8,-0.3,1.3,14,-8
Cc1ccc(C(C(=O)NCc2ccc(F)cc2)N(C(=O)c2csnn2)C2CC2)o1 (stereo not drawn),0.1,-2,-17,-12,4,1.1,-0.8,12,-1
CC(CCc1ccccc1)NC(=O)C(=O)NCCO (stereo not drawn),0.5,-24,0,-13,-2,0.0,0.8,8,1
O=C(Nc1ccc(C(=O)O)cc1)/C(=C\C=C\c1ccccc1)NC(=O)c1ccccc1Cl,0.1,0,-9,-13,58*,1.1,1.1,6,-4
O=[N+]([O-])c1cccc(-c2nnc(CNC3CC3)o2)c1,0.7,2,-3,-2,-3,-0.1,0.5,0,-17
O=C(CSc1nc(=O)n(CCCN2CCOCC2)c2c1CCCC2)Nc1cccc([N+](=O)[O-])c1,-0.5,-1,x,-11,-6,3.6,-1.6,12,-7
N[C@@H](Cc1ccc(O)c(I)c1)C(=O)O,-0.3,x,-9,-7,x,x,1.2,x,-2
CC(NC(=O)c1ccccc1)c1nc2ccccc2n1Cc1ccc(C#N)cc1 (stereo not drawn),-0.6,-10,-1,-28,0,0.3,0.3,15,-6
Cc1cccc(C)c1NC(=O)CN(C)C(=O)c1ccc(N2C(=O)CCC2=O)cc1,0.0,-3,x,-3,-30,0.9,1.2,10,1
COc1ccccc1C(=O)OCC(=O)c1cccc([N+](=O)[O-])c1,0.9,-1,1,-13,29,2.9,1.4,15,-8
COc1ccc(O)c(C(=O)c2cnn(C(=O)c3cccc(N(C)C)c3)c2)c1,-0.1,-3,x,-15,15,0.2,0.4,-2,4
Cc1cc2cc(CCNS(=O)(=O)c3ccc(F)cc3)c(=O)[nH]c2cc1C,1.6,10,-11,-18,-8,1.2,2.7,-20,-12
CC(C)Cn1c(N)c(C(=O)CSc2nnnn2C)c(=O)n(C)c1=O,0.6,-11,-11,-7,10,0.6,1.6,18,-7
O=C(NCC(c1ccco1)N1CCN(c2ccccc2)CC1)c1ccc2c(c1)OCO2 (stereo not drawn),-0.2,-13,-10,-8,-1,1.8,0.6,17,-2
N#CC(c1ccccc1)(c1ncc(C(F)(F)F)cc1Cl)N1CCOCC1 (stereo not drawn),-1.0,-1,-7,-9,13,0.8,0.3,-15,-4
COC(=O)[C@]1(CC(C)C)N[C@H](c2ccc(-c3ccc(F)cc3)c(OC)c2)[C@@H]2C(=O)N(C)C(=O)[C@@H]21,-0.8,-10,x,-13,-9,0.1,0.2,4,-6
O=C(CCN1C(=O)c2cccc3cccc(c23)C1=O)Nc1ccccc1,0.3,-6,-9,6,-41,0.8,0.2,5,-7
CC(=Nc1ccc(O)cc1)c1sc2ccccc2c1O,8.3,1,-19,5,19,1.7,7.2,3,-12
CC(C)CCNC(=O)c1ccc2c(SCC(=O)O)c3c(nc2c1)CCCC3,-0.3,-3,-9,-9,0,0.0,-0.2,16,-1
COc1cc2c(cc1NC(=S)Nc1cccc3ccccc13)oc1ccccc12,-0.5,-18,11,-12,-28,0.5,-0.7,28,2
CN1CCN(/C=N/c2c(C#N)cnn2C)CC1,-0.3,7,-13,4,-5,0.2,0.0,0,-9
Cc1cc([N+](=O)[O-])nn1CC(=O)N(C)C1CCCCC1,-0.4,-15,1,-10,-9,0.8,0.1,16,-7
COc1ccc(/C=C2/N=C(SCC(=O)Nc3cc(C)on3)N(c3ccccc3)C2=O)cc1,-1.2,-11,9,-18,8,0.2,-0.2,16,-2
Cc1nc(CSc2ccc(Cl)cc2)cc(NCc2ccccc2)n1,-0.5,-1,-9,-29,10,0.6,-0.3,9,-4
COC(=O)c1ccc(CNC(=O)COC(=O)C2CC3C=CC2C3)cc1 (stereo not drawn),1.0,-3,-10,-9,-15,4.7,1.6,6,6
CSCCC(NC(=O)c1ccc(Cl)cc1)C(=O)OCC(C)=O (stereo not drawn),-1.2,-10,-3,-2,27,-1.5,-1.9,-12,-7
Cc1c(/C=N/NC(=O)c2ccccc2O)c2ccccn2c1C(=O)c1ccc(F)cc1,10,2,-8,11,93*,2.8,2.0,1,-13
COc1ccc(CCNc2c(C)c(C)nc3ncnn23)cc1,15,8,18,16,21,14,8.9,-13,-11
COc1ccc(C(=O)N2CC3(CC(c4cccc([N+](=O)[O-])c4)=NO3)C[C@H]2C(=O)NCC(N)=O)cc1 (stereo partly drawn),0.4,7,-15,-4,-13,0.1,0.6,-19,-4
Cc1ccc(NC(=O)C2=NNC(=O)CC2)cc1S(=O)(=O)Nc1ccc(SC(F)F)cc1,3.9,-6,x,-10,5,3.9,2.1,0,-6
CCCCNc1nnc(Cc2ccc(Cl)cc2)c(=O)[nH]1,x,-6,-10,x,-6,-0.6,x,-3,x
O=C(NCc1ccccn1)Nc1cccc(Cl)c1Cl,-1.3,-4,-12,-14,-2,0.1,-1.4,4,-8
CCc1c(C)nc(N)n2c(SCC(=O)Nc3ccccc3OC)nnc12,0.6,-6,-11,-13,2,0.7,3.4,15,-1
O=C1CCN(Cc2ccc(O)cc2)CCN1[C@H](CO)c1ccccc1,-0.2,-2,-5,0,-6,0.5,2.2,6,1
CN(c1ccccc1)S(=O)(=O)c1cccc(NC(=O)C2CCCO2)c1 (stereo not drawn),0.7,-1,x,-13,-5,0.2,1.1,-8,3
CCOC(=O)c1c(CN2CCN(c3ccccc3)CC2)oc2cc(Br)c(O)cc12,-1.2,-11,0,-9,8,-0.1,-1.5,6,-6
COC(=O)N/N=C/c1ccc(-c2cc(Cl)ccc2Cl)o1,-1.6,3,-5,-20,-11,1.0,0.8,11,-8
O=C(N[C@@H](Cc1c[nH]c2ccccc12)C(=O)O)OCC1c2ccccc2-c2ccccc21,x,-7,x,x,-11,0.0,x,25,x
C=CCNc1ncnc2c1ncn2[C@H]1CN(Cc2ccccc2)C[C@@H](COC(C)=O)O1,x,-10,x,x,-5,1.7,x,18,x
COc1ccc(S(=O)(=O)Nc2ccc3oc4ncccc4c(=O)c3c2)cc1OC,0.2,-5,-11,-4,-15,0.7,-0.9,12,-11
O=C(CNC(=O)c1ccccc1F)OC1CCOC1=O (stereo not drawn),2.2,-4,x,-7,-4,0.1,1.9,-10,-5
COC(=O)c1ccccc1NC(=O)CCCCCn1nnc2ccccc2c1=O,0.8,-7,0,-31,6,1.8,1.9,1,-12
O=C(CCC(=O)Nc1ccc(F)cc1)N/N=C/c1cccnc1,0.5,-17,-3,3,-20,1.5,0.5,22,-2
